Source: PubChem BioAssay (The Scripps Research Institute Molecular Screening Center)
M4 PAM – positive allosteric modulators of human muscarinic M4 receptor | P08173 | AID 624126 | 360,000 compounds, 0.4% hits | activation, % at 3 µM | CHO-K1 hM4/Gqi5, Fluo-8 calcium fluorescence, ACh EC20; 0% = ACh EC20, 100% = maximal ACh;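 active means activation above its plate's cutoff, the mean activation of sample wells plus 3 SD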; further: some results filed as inactive read as strong as hits
Target sequence (P08173 whole entry, looked up): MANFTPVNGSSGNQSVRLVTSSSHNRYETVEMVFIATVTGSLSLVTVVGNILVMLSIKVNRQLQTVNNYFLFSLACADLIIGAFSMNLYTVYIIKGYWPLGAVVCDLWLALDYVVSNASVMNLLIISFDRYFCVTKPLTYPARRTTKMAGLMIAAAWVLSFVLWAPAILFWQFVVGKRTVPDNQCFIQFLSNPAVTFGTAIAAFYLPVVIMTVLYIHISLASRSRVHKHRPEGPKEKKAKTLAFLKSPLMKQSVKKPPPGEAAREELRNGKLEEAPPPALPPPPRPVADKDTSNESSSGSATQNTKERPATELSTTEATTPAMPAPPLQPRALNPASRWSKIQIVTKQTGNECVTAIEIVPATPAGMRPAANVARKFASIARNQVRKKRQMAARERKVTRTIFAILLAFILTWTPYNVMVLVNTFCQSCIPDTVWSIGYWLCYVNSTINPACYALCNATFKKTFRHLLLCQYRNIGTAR
CHRM5 antagonist – blocks acetylcholine activation of human M5 receptor. P08912. CHO-hM5 cells, Fluo-8 calcium fluorescence, ACh EC80. inhibition, % at 3 µM. 360,000 compounds, 0.59% hits;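 active means inhibition above a per-plate cutoff, the mean of that plate's test compounds plus 3 SD, cut at about 27% in these data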;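 further: 0% = acetylcholine EC80 with DMSO and 100% = DMSO without agonist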
Target sequence (P08912 whole entry, looked up): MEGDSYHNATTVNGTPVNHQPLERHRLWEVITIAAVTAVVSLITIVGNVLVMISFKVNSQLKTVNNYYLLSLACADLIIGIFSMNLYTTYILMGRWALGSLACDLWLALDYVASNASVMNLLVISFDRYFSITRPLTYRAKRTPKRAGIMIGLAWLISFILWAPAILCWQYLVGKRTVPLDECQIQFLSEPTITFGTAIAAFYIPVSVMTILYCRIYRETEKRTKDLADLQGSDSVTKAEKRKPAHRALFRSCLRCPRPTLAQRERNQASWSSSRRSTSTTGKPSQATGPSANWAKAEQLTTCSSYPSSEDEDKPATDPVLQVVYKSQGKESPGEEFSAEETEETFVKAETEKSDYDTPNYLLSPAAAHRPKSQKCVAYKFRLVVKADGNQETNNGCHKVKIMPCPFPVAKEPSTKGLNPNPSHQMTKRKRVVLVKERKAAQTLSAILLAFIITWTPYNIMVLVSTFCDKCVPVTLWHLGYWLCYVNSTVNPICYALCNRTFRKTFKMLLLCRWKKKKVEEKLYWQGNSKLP
CHRM4 agonist – agonists of human muscarinic M4 receptor (CHRM4). P08173. CHO-K1 hM4/Gqi5, Fluo-8 calcium fluorescence; vehicle 0%, full acetylcholine response 100%. activation, % at 3 µM. 360,000 compounds, 0.14% hits;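 active means activation above the run mean over all test wells plus 3 SD, cut at about 32% in these data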;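 further: peak over basal fluorescence ratio per well then scaled between controls; 0% = DMSO wells and 100% = acetylcholine at EC100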
M4 antag – CHRM4 antagonism in calcium assay; P08173; CHO-hM4 cells, ACh EC80, Fluo-8 calcium fluorescence; inhibition, % at 3 µM; 360,000 compounds, 0.73% hits; AID 624125;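 active means inhibition above its plate's cutoff, the mean inhibition of sample wells plus 3 SD, cut at about 27% in these data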;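 further: 0% = acetylcholine EC80 with DMSO and 100% = DMSO without agonist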
CHO-K1 Ca PAM – nonselective activator or artifact in parental CHO-K1 calcium assay. ATP EC20, Fluo-8 calcium fluorescence; 0% at ATP EC20, 100% at ATP max. activation, % at 3 µM. 360,000 compounds, 0.02% hits. AID 602247;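 active means activation above the run cutoff, the mean activation of all test compounds plus 3 SD, cut at about 40% in these data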;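 further: peak over basal fluorescence ratio in a 140 s read after ATP addition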
CHO-K1 Ca antag – counter-screen for M1 antagonists: effect in parental CHO-K1 cells; ATP-induced calcium, Fluo-8 fluorescence; inhibition, % at 3 µM; 360,000 compounds, 0.6% hits;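 active means inhibition above a per-plate cutoff, the plate's mean sample inhibition plus 3 SD, cut at about 24% in these data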;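 further: 0% = DMSO plus EC80 ATP and 100% = DMSO alone without ATP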
CHO-K1 Ca ag – nonselective activator or artifact in parental CHO-K1 cells. AID 602248. Fluo-8 calcium fluorescence; scaled to maximal ATP response, vehicle zero. activation, % at 3 µM. 360,000 compounds, 0.48% hits; in the data active means activation above about 15%;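 further: untransfected CHO-K1 host cells lacking M1 receptor as counterscreen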
CHRM5 agonist – agonists of human muscarinic M5 receptor (CHRM5) | 360,000 compounds, 0.19% hits | activation, % at 3 µM | P08912 | CHO-K1 hM5 cells, Fluo-8 calcium fluorescence; 0% DMSO wells, 100% maximal acetylcholine response;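 active means activation above the run's mean over test compounds plus 3 SD, cut at about 23% in these data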;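 further: signal is peak over basal fluorescence ratio across the kinetic read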
M5 PAM – potentiates acetylcholine response at human M5 receptor. P08912. CHO-K1 hM5, Fluo-8 calcium, ACh EC20 PAM; 0% = ACh EC20, 100% = ACh EC100. activation, % at 3 µM. 360,000 compounds, 0.3% hits;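 active means activation above the run cutoff, the mean activation of all test compounds plus 3 SD, cut at about 18% in these data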
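Assay system – human M5 receptor in CHO-K1 cells · Read-out – % activation, ACh-normalized · Technique – Fluo-8 calcium fluorescence · Dosing – single-point, 3 µM nominal · Incubation – Fluo-8 loading 80 min at 37 °C plus 30 min room temperature · Repeats – singlicate, one well per test compound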
Numbers without * were called inactive.

Start of the listing, in advance, 2 compounds:
For O=S(=O)(NC1CC1)c1ccc2c3c(cccc13)CC2 the results were M4 PAM 4, CHRM5 antagonist -5, CHRM4 agonist 2, M4 antag -5, CHO-K1 Ca PAM 11, CHO-K1 Ca antag -10, CHO-K1 Ca ag 2.1, CHRM5 agonist -1 and M5 PAM -11.
`O=C(Nc1ccc(N2CCCC2)c(Cl)c1)c1ccc2c(c1)OCCO2` gave M4 PAM 0, CHRM5 antagonist 7, CHRM4 agonist 1, M4 antag -2, CHO-K1 Ca PAM 12, CHO-K1 Ca antag -12, CHO-K1 Ca ag 0.4, CHRM5 agonist -5 and M5 PAM -4.

The listing, from the first entry:
For O=S(=O)(NC1CC1)c1ccc2c3c(cccc13)CC2 the results were M4 PAM 4, CHRM5 antagonist -5, CHRM4 agonist 2, M4 antag -5, CHO-K1 Ca PAM 11, CHO-K1 Ca antag -10, CHO-K1 Ca ag 2.1, CHRM5 agonist -1 and M5 PAM -11.
`O=C(Nc1ccc(N2CCCC2)c(Cl)c1)c1ccc2c(c1)OCCO2` gave M4 PAM 0, CHRM5 antagonist 7, CHRM4 agonist 1, M4 antag -2, CHO-K1 Ca PAM 12, CHO-K1 Ca antag -12, CHO-K1 Ca ag 0.4, CHRM5 agonist -5 and M5 PAM -4.
`CCC(CC)c1nnc(NC(=O)CN2C(=O)C3C4C=CC(C4)C3C2=O)s1` (configuration not stated) gave M4 PAM 0, CHRM5 antagonist -1, CHRM4 agonist 1, M4 antag -2, CHO-K1 Ca PAM 19, CHO-K1 Ca antag -22, CHO-K1 Ca ag 0.5, CHRM5 agonist 2 and M5 PAM 0.
Screening Cc1c(CCC(=O)N2CCC[C@H]2C(=O)O)c(=O)oc2cc3oc4c(c3cc12)CCCC4 returned M4 PAM 10, CHRM5 antagonist -7, CHRM4 agonist 0, M4 antag -15, CHO-K1 Ca PAM 13, CHO-K1 Ca antag -13, CHO-K1 Ca ag 0.2, CHRM5 agonist -1 and M5 PAM 4.
For C=CCNC(=S)Nc1sc2c(c1C(=O)OCC)CCN(C(=O)OCC)C2 the results were M4 PAM 2, CHRM5 antagonist 9, CHRM4 agonist -1, M4 antag 7, CHO-K1 Ca PAM -2, CHO-K1 Ca antag 23, CHO-K1 Ca ag -0.4, CHRM5 agonist 5 and M5 PAM -4.
For CC(=O)Nc1cnc(-c2cc(C)c(O)c(C)c2)cn1 the results were M4 PAM 4, CHRM5 antagonist -2, CHRM4 agonist 1, M4 antag -7, CHO-K1 Ca PAM 8, CHO-K1 Ca antag -5, CHO-K1 Ca ag 0.7, CHRM5 agonist -1 and M5 PAM -1.
O=C(Nc1cc(S(=O)(=O)N2CCCC2)ccc1Cl)c1ccncc1 was read as M4 PAM 11, CHRM5 antagonist 3, CHRM4 agonist 3, M4 antag 4, CHO-K1 Ca PAM 2, CHO-K1 Ca antag -15, CHO-K1 Ca ag 0.5, CHRM5 agonist 3 and M5 PAM 4.
Screening Cc1cc(NC(=O)c2ccco2)ccc1-n1cnnn1 returned M4 PAM -2, CHRM5 antagonist 4, CHRM4 agonist 0, M4 antag 0, CHO-K1 Ca PAM 5, CHO-K1 Ca antag -7, CHO-K1 Ca ag 0.1, CHRM5 agonist -2 and M5 PAM -8.
For CCC(C)NC(=O)CO/N=C/c1ccc(C(=O)OC)cc1 (configuration not stated) the results were M4 PAM -3, CHRM5 antagonist -2, CHRM4 agonist 1, M4 antag -3, CHO-K1 Ca PAM 12, CHO-K1 Ca antag 1, CHO-K1 Ca ag 0.8, CHRM5 agonist -2 and M5 PAM 0.
Cc1ccc(S(=O)(=O)NCC2CCC(C(=O)NCCCN3CCOCC3)CC2)cc1 (configuration not stated) was read as M4 PAM -3, CHRM5 antagonist -6, CHRM4 agonist 0, M4 antag 1, CHO-K1 Ca PAM 21, CHO-K1 Ca antag -13, CHO-K1 Ca ag 0.9, CHRM5 agonist 0 and M5 PAM -2.
`CCc1ccc(Oc2ncnc(N)c2[N+](=O)[O-])cc1` gave M4 PAM 4, CHRM5 antagonist -2, CHRM4 agonist -1, M4 antag 0, CHO-K1 Ca PAM 10, CHO-K1 Ca antag 1, CHO-K1 Ca ag -0.1, CHRM5 agonist -7 and M5 PAM -1.
`CCc1nc(SCC(=O)Nc2cccc3ccccc23)[nH]c(=O)c1C` gave M4 PAM -4, CHRM5 antagonist 6, CHRM4 agonist 0, M4 antag 8, CHO-K1 Ca PAM 10, CHO-K1 Ca antag -7, CHO-K1 Ca ag 0.8, CHRM5 agonist 1 and M5 PAM 4.

Reprinted at random: 2 records from the list, in no set order.
Screening Cc1c(CCC(=O)N2CCC[C@H]2C(=O)O)c(=O)oc2cc3oc4c(c3cc12)CCCC4 returned M4 PAM 10, CHRM5 antagonist -7, CHRM4 agonist 0, M4 antag -15, CHO-K1 Ca PAM 13, CHO-K1 Ca antag -13, CHO-K1 Ca ag 0.2, CHRM5 agonist -1 and M5 PAM 4.
For C=CCNC(=S)Nc1sc2c(c1C(=O)OCC)CCN(C(=O)OCC)C2 the results were M4 PAM 2, CHRM5 antagonist 9, CHRM4 agonist -1, M4 antag 7, CHO-K1 Ca PAM -2, CHO-K1 Ca antag 23, CHO-K1 Ca ag -0.4, CHRM5 agonist 5 and M5 PAM -4.

Remaining list, next part:
`CN1C(=O)CC(C(=O)Nc2ccccc2F)SC1=Nc1ccc2c(c1)OCO2` (configuration not stated) gave M4 PAM 0, CHRM5 antagonist 4, CHRM4 agonist 0, M4 antag -5, CHO-K1 Ca PAM -5, CHO-K1 Ca antag -15, CHO-K1 Ca ag 0.5, CHRM5 agonist -3 and M5 PAM 10.
COc1ccc(NC(=O)C2CCC(CNS(=O)(=O)c3cccs3)CC2)cc1OC (configuration not stated) was read as M4 PAM -5, CHRM5 antagonist 10, CHRM4 agonist 5, M4 antag -2, CHO-K1 Ca PAM 23, CHO-K1 Ca antag 0, CHO-K1 Ca ag 3.3, CHRM5 agonist 2 and M5 PAM -8.
CCCCN(Cc1cc2cc(C)ccc2[nH]c1=O)C(=O)c1ccccn1 was read as M4 PAM -8, CHRM5 antagonist 3, CHRM4 agonist 2, M4 antag 2, CHO-K1 Ca PAM 23, CHO-K1 Ca antag -7, CHO-K1 Ca ag 0.9, CHRM5 agonist 3 and M5 PAM 3.
Screening O=C(O)c1ccc2c(=O)n3c(nc2c1)/C(=C/c1ccc(C(F)(F)F)cc1)CC3 returned M4 PAM 2, CHRM5 antagonist 1, CHRM4 agonist 0, M4 antag 6, CHO-K1 Ca PAM 14, CHO-K1 Ca antag -13, CHO-K1 Ca ag 0.1, CHRM5 agonist 1 and M5 PAM 1.
CCOc1ccc(N=C(C)c2ccccc2O)cc1 was read as M4 PAM 26, CHRM5 antagonist -4, CHRM4 agonist 1, M4 antag 4, CHO-K1 Ca PAM 23, CHO-K1 Ca antag -12, CHO-K1 Ca ag 0.7, CHRM5 agonist -2 and M5 PAM 8.
`CCn1nc(C(C)C(=O)O)c2ccccc2c1=O` (configuration not stated) gave M4 PAM -8, CHRM5 antagonist 6, CHRM4 agonist 0, M4 antag 3, CHO-K1 Ca PAM -11, CHO-K1 Ca antag 4, CHO-K1 Ca ag 0.1, CHRM5 agonist 2 and M5 PAM 0.
`O=C(COc1ccccc1)NCCc1nc2ccccc2[nH]1` gave M4 PAM -3, CHRM5 antagonist 1, CHRM4 agonist 0, M4 antag -4, CHO-K1 Ca PAM -6, CHO-K1 Ca antag -4, CHO-K1 Ca ag 0.3, CHRM5 agonist -7 and M5 PAM -3.
For c1ccc(-c2noc(-c3cccnc3)n2)cc1 the results were M4 PAM 2, CHRM5 antagonist 5, CHRM4 agonist 1, M4 antag 1, CHO-K1 Ca PAM 20, CHO-K1 Ca antag -17, CHO-K1 Ca ag 1.4, CHRM5 agonist 1 and M5 PAM -7.
CCNC(=O)CC(=O)Nc1ccccc1C(=O)O was read as M4 PAM 5, CHRM5 antagonist 5, CHRM4 agonist 0, M4 antag -3, CHO-K1 Ca PAM -5, CHO-K1 Ca antag -2, CHO-K1 Ca ag -0.5, CHRM5 agonist 0 and M5 PAM -6.
Screening COc1ccc(NC(=O)COc2ccc(C)c(C)c2)cc1S(=O)(=O)N1CCCCC1 returned M4 PAM -3, CHRM5 antagonist 2, CHRM4 agonist 5, M4 antag 7, CHO-K1 Ca PAM -3, CHO-K1 Ca antag -2, CHO-K1 Ca ag 1.4, CHRM5 agonist -2 and M5 PAM -3.
CCCNC(=O)N[C@H]1CC[C@@H](CCn2cc(-c3cccc(F)c3)nn2)O[C@@H]1CO was read as M4 PAM 5, CHRM5 antagonist 2, CHRM4 agonist 0, M4 antag -9, CHRM5 agonist 1 and M5 PAM 0.
Screening CC1(Cc2ccc(Cl)cc2)C(=O)Nc2ccc(S(=O)(=O)NC3CCCCC3)cc21 (configuration not stated) returned M4 PAM 1, CHRM5 antagonist 2, CHRM4 agonist 3, M4 antag -16, CHO-K1 Ca PAM 22, CHO-K1 Ca antag -11, CHO-K1 Ca ag 1.6, CHRM5 agonist 1 and M5 PAM -2.
For CC1=C(C)CC(C(=O)NNC(=O)c2cccc(Cl)c2)C(C(=O)O)C1 (configuration not stated) the results were M4 PAM 7, CHRM5 antagonist -2, CHRM4 agonist 1, M4 antag -11, CHO-K1 Ca PAM 12, CHO-K1 Ca antag -5, CHO-K1 Ca ag -0.4, CHRM5 agonist -3 and M5 PAM 2.
For O=C(COC(=O)c1cccc(F)c1)NC1CC1 the results were M4 PAM 6, CHRM5 antagonist -3, CHRM4 agonist 2, M4 antag -15, CHO-K1 Ca PAM 13, CHO-K1 Ca antag 5, CHO-K1 Ca ag 0.0, CHRM5 agonist -4 and M5 PAM -5.
Screening O=S1(=O)CCO[C@H]2Cc3ccccc3[C@H]2N1Cc1cccc(F)c1 returned M4 PAM 2, CHRM5 antagonist 6, CHRM4 agonist 3, M4 antag 5, CHO-K1 Ca PAM 17, CHO-K1 Ca antag -12, CHO-K1 Ca ag 1.6, CHRM5 agonist -2 and M5 PAM 3.
`CCO/C(C)=N/Oc1cccc(N(C)C)c1` gave M4 PAM 0, CHRM5 antagonist -6, CHRM4 agonist 0, M4 antag -6, CHO-K1 Ca PAM 13, CHO-K1 Ca antag 8, CHO-K1 Ca ag 0.7, CHRM5 agonist 1 and M5 PAM 5.
Screening O=C1Nc2ccccc2-n2nnnc2C1N1CCN(c2ccccn2)CC1 (configuration not stated) returned M4 PAM 4, CHRM5 antagonist 3, CHRM4 agonist 3, M4 antag 0, CHRM5 agonist -2 and M5 PAM 2.
Screening C[C@H](CO)N1C[C@H](C)[C@@H](CN(C)CC2CCOCC2)Oc2cc(C#Cc3ccccc3F)ccc2S1(=O)=O returned M4 PAM -6, CHRM5 antagonist -4, CHRM4 agonist 0, M4 antag -3, CHO-K1 Ca PAM -14, CHO-K1 Ca antag 15, CHO-K1 Ca ag -0.3, CHRM5 agonist -2 and M5 PAM -2.
For c1ccc(OCc2nc3c4c(ncn3n2)-c2ccccc2CC42CCCC2)cc1 the results were M4 PAM -4, CHRM5 antagonist 4, CHRM4 agonist -1, M4 antag 6, CHO-K1 Ca PAM 12, CHO-K1 Ca antag -5, CHO-K1 Ca ag 0.1, CHRM5 agonist 1 and M5 PAM 1.
Screening CC1CCCCC12NC(=O)N(CC(=O)N(C)Cc1nc3ccccc3c(=O)[nH]1)C2=O (configuration not stated) returned M4 PAM 15, CHRM5 antagonist -3, CHRM4 agonist 2, M4 antag 2, CHO-K1 Ca PAM 4, CHO-K1 Ca antag -7, CHO-K1 Ca ag -0.1, CHRM5 agonist 5 and M5 PAM 8.
